Screening data as filed in PubChem BioAssay.
TRPC6 act – activates the mouse TRPC6 cation channel; HEK293-TRPC6 membrane potential dye fluorescence; active compounds read high; B-score at 10 µM; 310,000 compounds, 0.13% hits; AID 2550;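 active = B-score of the integrated fluorescence ratio above library mean plus 3 SD, and starting fluorescence ratio within library mean plus 5 SD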;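 also: higher score means more depolarization so channel activation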
Target sequence (Q61143 whole entry, looked up): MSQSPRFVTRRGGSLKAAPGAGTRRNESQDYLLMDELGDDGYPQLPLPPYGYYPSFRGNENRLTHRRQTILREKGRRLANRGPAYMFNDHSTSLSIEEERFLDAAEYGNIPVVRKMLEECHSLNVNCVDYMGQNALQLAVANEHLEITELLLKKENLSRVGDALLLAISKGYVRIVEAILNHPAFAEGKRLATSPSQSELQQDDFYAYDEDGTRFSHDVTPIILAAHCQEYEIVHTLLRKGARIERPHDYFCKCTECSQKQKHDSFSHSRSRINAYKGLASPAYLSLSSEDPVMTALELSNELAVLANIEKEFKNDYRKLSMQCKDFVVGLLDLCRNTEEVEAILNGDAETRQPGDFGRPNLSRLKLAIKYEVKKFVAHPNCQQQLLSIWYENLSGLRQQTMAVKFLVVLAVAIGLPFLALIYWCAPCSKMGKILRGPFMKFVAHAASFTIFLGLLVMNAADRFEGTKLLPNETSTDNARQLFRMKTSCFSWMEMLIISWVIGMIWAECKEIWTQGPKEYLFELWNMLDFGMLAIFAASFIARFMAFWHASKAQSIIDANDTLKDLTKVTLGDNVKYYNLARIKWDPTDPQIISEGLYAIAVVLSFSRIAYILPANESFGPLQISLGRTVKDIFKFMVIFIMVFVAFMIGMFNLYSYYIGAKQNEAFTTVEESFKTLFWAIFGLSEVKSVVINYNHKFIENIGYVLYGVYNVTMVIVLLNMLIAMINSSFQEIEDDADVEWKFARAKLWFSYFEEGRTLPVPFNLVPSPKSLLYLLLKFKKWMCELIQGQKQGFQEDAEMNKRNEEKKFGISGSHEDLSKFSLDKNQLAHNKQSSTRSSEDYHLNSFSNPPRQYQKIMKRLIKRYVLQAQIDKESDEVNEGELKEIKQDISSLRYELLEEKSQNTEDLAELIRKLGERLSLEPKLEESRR
RGS4 pot – RGS4 potentiation or activation; HEK293 M3R/inducible RGS4, carbachol calcium flux Fluo4; active compounds read low; B-score at 10 µM; 310,000 compounds, 0.92% hits; AID 463111;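 active = B-score of the integrated calcium signal more than 4 SD below the library mean, with starting fluorescence not abnormally high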;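 also: negative B-score means reduced calcium response which marks RGS4 activation or potentiation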
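System – HEK293 FlpIn-TREx cells, stable M3R, doxycycline-inducible RGS4 · Reagent – ECmax carbachol challenge · Times – compound preincubation 20 min at room temperature before agonist · Technique – Fluo4 fluorescence kinetic imaging of calcium · Measure – B score of integrated Fluo4 ratio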
Platelet DG rel – modulates dense granule release in human platelets | human platelet-rich plasma, SFLLRN dense granule ATP release, luminescence | inhibition, %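 (compounds screened at 7.5 µM in platelet-rich plasma)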 | 300,000 compounds, 0.22% hits;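 active = mean replicate score, as percent of positive control, at or above 50; inconclusive = mean below 50 but at least one replicate at or above 50; inactive = mean and every replicate below 50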
MrgX1 antag – antagonists of human MrgX1 receptor | MRGX1-HEK293 calcium flux, Fluo-4, BAM8-22 antagonism; active compounds read low | B-score at 10 µM | AID 588676 | Q96LB2 | 310,000 compounds, 1.3% hits;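 active = calcium-response B-score plate-corrected more than 3 library SD below zero, starting fluorescence within 5 deviations, no agonist response on first addition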;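 also: peak minus trough fluorescence over baseline after final BAM8-22 challenge near maximal dose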
MrgX1 agonist – agonists of human MrgX1 receptor | B-score at 10 µM | Q96LB2 | MrgX1-HEK293 cells, Fluo-4 calcium fluorescence, agonist mode; active compounds read high | 310,000 compounds, 0.44% hits | AID 588627;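 active = calcium response B-score plate-corrected fluorescence ratio at least 3 library SD, with starting fluorescence B-score inside 5 SD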
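Material: HEK293 cells stably expressing human MrgX1 receptor | Quantity: 15,000 cells per well | Times: Cells plated overnight, dye loaded 0.5 h 37 °C, 0.5 h room temperature | Measured by: Kinetic Fluo-4 NW fluorescence of intracellular calcium | Control set: Positive and negative controls per plate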
SKKanGAS inh – inhibitors of SKKanGAS S. pyogenes growth in kanamycin (SK-promoter or general growth effect). BacTiter-Glo, 6 h. inhibition, % at 7.5 µM. 300,000 compounds, 1.3% hits;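 active = mean replicate score, as percent of positive control median, at least 50; inconclusive = mean below 50 but one replicate at or above 50; inactive = mean and every replicate below 50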;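 also: strain carries kanamycin resistance gene driven by streptokinase promoter and grows in 40 µg/ml kanamycin; loss of luminescence reflects streptokinase promoter inhibition or plain growth inhibition; 0% = median of DMSO wells and 100% = positive control at its reference dose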
HIF act – HIF pathway transcriptional activation; activation, % at 7.5 µM (by protocol); U2OS HRE-luciferase reporter, luminescence; normalized: DMSO 0%, desferrioxamine 100%; 300,000 compounds, 0.32% hits; AID 1910;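 active = mean activation of at least 10% of the iron chelator positive control signal, with at least half of replicates also reaching 10%; inconclusive = mean and replicate majority disagree about reaching 10%; inactive = mean and most replicates under 10%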
TRPC6 inh – mouse TRPC6 channel inhibition | B-score at 10 µM | 310,000 compounds, 1.1% hits | Q61143 | HEK293-TRPC6, membrane potential dye, ACh-evoked depolarization; active compounds read low | AID 2553;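 active = B-score under library mean minus 3 SD, initial fluorescence not abnormally high, positive integrated signal ratio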;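 also: B-score derived from integrated fluorescence ratio over the kinetic read; more negative B-score means stronger inhibition of depolarization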
TRPC4 block – inhibitors of mouse TRPC4 channel; AID 2247; Q9QUQ5; HEK293 TRPC4beta/mu-opioid, DAMGO-evoked Fluo4 calcium flux; active compounds read low; B-score at 10 µM; 300,000 compounds, 0.39% hits;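 active = B-score over 3 SD under the library average, no early fluorescence shift, positive overall ratio signal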
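Assay system: TRPC4beta/mu-opioid receptor HEK293 cell line; compound dosing: single concentration per test compound; detection: Fluo4 Ca2+ flux fluorescence; evaluation: per-well B score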
MrgX1 allo act – allosterically activates human MrgX1 receptor signaling. 310,000 compounds, 0.63% hits. MrgX1-HEK293, Fluo-4 calcium flux, FDSS; active compounds read high. B-score at 10 µM;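 active = plate-corrected calcium response at least 3 library SD above typical, normal starting fluorescence, not activating the receptor alone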;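 also: compound read alongside a low EC10 to EC30 dose of BAM8-22 agonist; peak minus trough fluorescence over baseline measured at the second addition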
RGS4 block – human RGS4 inhibition. HEK293 M3R/RGS4 inducible, Fluo-4 calcium flux; active compounds read high; triggered by carbachol at its EC20. B-score at 10 µM. 310,000 compounds, 0.45% hits. AID 463165;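 active = B-score, a plate-corrected calcium signal, over three deviations above library mean, with baseline fluorescence within five deviations of library mean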;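 also: RGS4 expression induced by doxycycline in cells with stable M3 receptor; B-score is computed from the integrated fluorescence ratio over baseline after carbachol; higher B-score means a larger calcium signal and so more RGS4 inhibition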
* marks the source's active call; other numbers are inactive results; i = inactive; u = inconclusive; x = no result given.

#	smiles	SKKanGAS inh	TRPC4 block	MrgX1 allo act	MrgX1 antag	HIF act	RGS4 pot	MrgX1 agonist	TRPC6 inh	Platelet DG rel	RGS4 block	TRPC6 act
1	N#C/C=C1\n2c(nc3ccccc32)OC12CCCCC2	-6.5	i	i	i	-0.7	i	i	i	-1.9	i	i
2	COc1ccccc1NS(=O)(=O)c1cc(NC(=O)CNC(=O)c2ccccc2)ccc1C	4.5	i	i	i	-0.1	i	i	i	-6.2	i	i
3	CCN(CC(=O)Nc1c(F)cccc1F)C(=O)CN(C)S(=O)(=O)c1ccc(F)cc1	16.2	i	i	i	-0.3	i	i	i	19.1	i	i
4	Cc1nc2c(-c3ccc(Cl)cc3)c(C)[nH]n2c(=O)c1Cc1ccccc1	98.9*	i	i	i	0.1	i	i	i	5.5	i	i
5	Cn1c(=O)oc2cc(S(=O)(=O)N3CCc4ccccc43)ccc21	-4.0	i	i	i	0.0	i	i	i	3.9	i	i
6	O=C1c2ccc3c4c(ccc(c24)C(=O)N1CCCCO)C(=O)N(CCCCO)C3=O	26.9	i	x	x	-5.0	i	x	i	-0.3	i	i
7	CCCSCCCNC(=O)c1ccccc1NC(=O)C1=CSCCO1	-3.5	i	i	i	u	i	i	i	0.3	i	i
8	CCCCn1c(N)c(N(CCOC)C(=O)c2cc(-c3ccncc3)nc3ccccc23)c(=O)[nH]c1=O	10.5	i	i	i	-1.0	i	i	i	-5.1	i	i
9	O=C(c1ccc2c(c1)OCO2)N1CCc2ccccc2C1	-7.4	i	i	i	2.4	i	i	i	-15.9	i	i
10	CCOP(=O)(OCC)C(Nc1cccc([N+](=O)[O-])c1)c1ccc(N(C)C)cc1 (stereo not drawn)	6.0	i	i	i	0.0	i	i	i	0.4	i	i
11	COc1ccc(NC(=S)N(CCN2CCOCC2)Cc2cc3cc4c(cc3[nH]c2=O)OCCO4)cc1	-7.7	i	i	i	0.7	i	i	i	0.0	i	i
12	COc1ccc(C(=O)c2coc3ccc(O)c(CN4CCOCC4)c23)cc1	4.5	i	i	i	0.1	i	i	i	6.0	i	i
13	CCCCc1nc2cc(C(=O)N3CCCCC3COC)ccc2o1 (stereo not drawn)	-1.4	i	i	i	2.5	i	i	i	0.5	i	i
14	COC(=O)c1c(C)[nH]c(C(C)=O)c1C	0.5	i	i	i	-0.2	i	i	i	13.4	i	i
15	CCN1C(=O)[C@H]2[C@@H](c3ccc(C)cc3)N3C(=O)N(c4cccc(F)c4)C(=O)[C@@]3(CC)[C@H]2C1=O	-0.3	i	i	i	-0.2	i	i	i	10.9	i	i
16	CCOC(=O)c1cc(C(=O)NC(C)c2ccccc2)c(=O)[nH]c1C (stereo not drawn)	-3.2	i	i	i	0.7	i	i	i	12.7	i	i
17	CCOc1ccc(Cc2nc(-c3nonc3N)no2)cc1OCC	-0.6	i	i	i	1.8	i	i	i	-1.3	i	i
18	CCc1nccn1S(=O)(=O)c1ccc(C)c(C)c1	3.1	i	i	i	-0.1	i	i	i	-2.8	i	i
19	Cc1ccc(OCC(=O)NNC(=O)c2cccnc2)cc1C	4.5	i	i	i	-0.2	i	i	-5.71*	0.9	i	i
20	COc1ccc(-c2csc(N3CCN(S(=O)(=O)c4ccc5c(c4)NC(=O)CO5)CC3)n2)cc1	7.7	i	i	i	0.1	i	i	i	-4.0	i	i
21	CCCCCCOC(=O)Sc1nc2ccccc2o1	2.0	i	i	i	0.0	i	i	i	3.9	i	i
22	CN(CC(=O)NCCc1ccc(Cl)cc1)S(=O)(=O)c1ccc2c(c1)c(=O)n(C)c(=O)n2C	-1.3	i	i	i	-0.3	i	i	i	11.4	i	i
23	COc1ccccc1NC(=O)C1CC(=O)OC1c1ccccc1 (stereo not drawn)	2.9	i	i	i	-0.3	i	i	i	-10.9	i	i
24	O=c1oc(-c2ccccc2NS(=O)(=O)c2ccc(Cl)cc2)nc2ccccc12	-1.6	i	i	i	-0.2	i	i	i	-6.5	i	i
25	CCCCCCOc1ccc(C(=O)NCCCn2ccnc2)cc1	-26.1	i	i	i	0.1	i	i	i	5.4	i	i
26	CCOc1cc(/C=C/C(=O)c2ccc3c(c2)OCCO3)ccc1OCC(=O)N(C)C	2.9	i	i	i	1.9	i	i	i	11.4	i	i
27	Cc1ccc(NC(=O)CSc2ncc3ccccn23)cc1	-8.5	i	i	i	u	i	i	i	19.0	i	i
28	O=C(NCc1ccccn1)c1ccco1	-5.2	i	i	i	-0.1	i	i	i	2.1	i	i
29	O=C(Nc1nnc(-c2ccco2)o1)C1CCCCC1	-1.8	i	i	i	0.1	i	i	i	-9.1	i	i
30	O=C(Nn1cnnc1)c1ccc(Cl)cc1	0.1	i	i	i	-1.8	i	i	i	5.6	i	i
31	Cc1ccc(CNC(=O)c2ccc3c(=O)n4c(-c5ccc(C)cc5)csc4nc3c2)cc1	1.6	i	i	i	0.0	i	i	i	-2.8	i	i
32	COc1ccc(OCc2nc(N)nc(Nc3cccc(C)c3C)n2)cc1	x	i	i	i	x	i	i	i	x	i	i
33	C=CCOc1c(Br)cc(CNn2nnnc2N)cc1OCC	-20.1	i	i	-4.84*	-0.2	i	i	i	-13.6	i	i
34	COc1ccc(OCC(=O)Nc2ccc3nc(C)sc3c2)cc1	-17.1	i	i	i	-0.6	i	i	i	-24.3	i	i
35	Cc1cccc(C)c1NC(=O)CNC(=O)c1cn(-c2ccccc2)nc1-c1ccccc1	17.6	i	i	i	0.0	i	i	i	0.6	i	i
36	O=C(COCc1cc(-c2ccc3c(c2)OCO3)on1)Nc1cccnc1Cl	-8.9	i	i	i	1.0	i	i	i	-1.6	i	i
37	c1ccc2nc(-c3ccc(N4CCOCC4)cc3)ccc2c1	1.5	i	i	i	-6.7	i	i	i	57.5*	i	i
38	CCC(=O)NC(=S)Nc1cccc(Cl)c1N1CCCCC1	0.9	i	i	i	-0.7	i	i	i	5.3	i	i
39	COc1ccc(C2C(C(=O)c3ccco3)=C(O)C(=O)N2CCN2CCOCC2)c(OC)c1 (stereo not drawn)	-1.8	i	i	i	0.1	i	i	i	-7.8	i	i
40	COc1ccc(/C=C2\N=C(c3ccccc3Cl)NC2=O)cc1	-3.0	i	x	x	3.7	i	x	i	1.6	i	i
41	CC(=O)C1=C(C)N(Cc2ccccc2)C(=O)N[C@H]1c1cccc(C(F)(F)F)c1	8.9	i	i	i	-1.3	i	i	i	-1.1	i	i
42	COc1ccc(CCNC(=O)CCCCCN2C(=O)c3ccccc3C2=O)cc1OC	0.7	i	i	i	-0.4	i	i	i	-13.0	i	i
43	Cc1ccc(N=c2sc(C)c(C)n2C)cc1	1.8	i	i	i	3.4	i	i	i	-3.0	i	i
44	CCOc1ccc(NCCC(=O)c2ccc3c(c2)OCO3)cc1	-1.6	i	i	i	0.1	i	i	i	-0.3	i	i
45	CCOC(=O)c1ccccc1N1C(=O)C2Sc3[nH]c(=O)sc3C(/C=C/c3ccccc3)C2C1=O (stereo not drawn)	12.4	i	i	i	-0.3	i	i	i	-5.0	i	i
46	O=C(NCCS(=O)(=O)N1CCN(Cc2ccccc2)CC1)c1ccccc1	-1.4	i	i	i	0.8	i	i	i	x	i	i
47	C=CCSc1nnc(NC(=O)CCNC(=O)c2ccco2)s1	-6.2	i	i	i	-0.5	i	i	i	4.6	i	i
48	CC(C)N(Cc1ccccc1)C(=O)CCc1ccccc1	-3.2	i	i	i	-0.8	i	i	i	3.9	i	i
49	COc1ccc(NC(=O)c2cc(S(=O)(=O)N3CCCC3)ccc2OC)cc1	-11.6	i	i	i	-0.9	i	i	i	-10.7	i	i
50	O=c1[nH]c2ccccc2cc1CN(c1ccccc1)S(=O)(=O)c1ccccc1	0.6	i	i	i	2.7	i	i	i	-0.2	i	i
51	COC(=O)c1c(NC(=O)COC(=O)c2ccc(O)cc2)sc2c1CCCCC2	10.1	i	i	i	0.0	i	i	i	-0.1	i	i
52	O=C(NCCCN1CCOCC1)NC12CC3CC(CC(C3)C1)C2	-3.6	i	i	i	0.0	i	i	i	1.3	i	i
53	COc1cc2c(cc1OC)CN(C1CCC(C)CC1)CC2 (stereo not drawn)	1.1	i	i	i	0.7	i	i	i	-8.4	i	i
54	CC(C)CC1C(C#N)=C(N)SC(N)=C1C#N	6.2	i	i	i	-0.3	i	i	i	-3.8	i	i
55	COc1cc([N+](=O)[O-])ccc1NC(=O)CCCOc1ccccc1	-1.4	i	i	i	1.6	i	i	i	9.0	i	i
56	COc1ccc(S(=O)(=O)N2CCc3ccccc32)cc1[N+](=O)[O-]	9.9	i	i	i	-0.1	i	i	i	1.0	i	i
57	COc1cc(/C=C(\C#N)C(=O)NCC2CCCO2)ccc1OC(C)C (stereo not drawn)	6.9	i	i	i	0.9	i	i	i	-10.0	i	i
58	CN(CCC#N)S(=O)(=O)c1ccc2c(c1)c(=O)n(C)c(=O)n2C	14.0	i	i	i	-39.6	i	i	i	-7.7	i	i
59	O=C(CNS(=O)(=O)c1c(Cl)cccc1Cl)OCC(=O)c1ccc[nH]1	-1.1	i	i	i	0.2	i	i	i	6.8	i	i
60	CCc1nc(SCc2ccccc2)n[nH]1	2.5	i	i	i	2.7	i	i	i	20.5	i	i

Following part.
#	smiles	SKKanGAS inh	TRPC4 block	MrgX1 allo act	MrgX1 antag	HIF act	RGS4 pot	MrgX1 agonist	TRPC6 inh	Platelet DG rel	RGS4 block	TRPC6 act
61	CNC(=O)COC(=O)c1nc(-n2nc(C)cc2C)ccc1Cl	-1.0	i	i	-6.77*	-0.4	i	i	i	-6.3	i	i
62	O=C(Cc1ccccc1)c1c[nH]c(C(=O)NCc2ccncc2)c1	2.5	i	i	i	0.3	i	i	i	9.3	i	i
63	CCc1nc(SCc2ccc(Br)cc2)n[nH]1	-1.6	i	i	i	1.7	i	i	i	0.4	i	i
64	CCOc1ccc(N(C)S(=O)(=O)c2cc(-c3cc(C)no3)ccc2OC)cc1	10.6	i	i	i	-0.8	i	i	i	-7.6	i	i
65	COC(=O)NNC(=O)COc1cc(C)ccc1C	-7.9	i	i	i	-0.2	i	i	i	-14.0	i	i
